IP6K1 inh – inhibitors of human IP6K1; Q92551; AID 1645851; 140,000 compounds, 0.81% hits; IP6K1 kinase, ADP-Glo luminescence, 2 h; stronger effect = lower value; activity change, % (series mostly up to about 58 µM); in the data active means activity change below about -25%
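ADP-Glo luminescence measures ADP made by human IP6K1 during a 2 h RT reaction with ATP/IP6 (mix at 1.3 mM/130 uM); top library doses 57.5 and 19.1 uM final.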
SNCA expr inhib – reduces expression of the alpha-synuclein gene; 140,000 compounds, 0.17% hits; AID 1671194; Potency, µM (top dose mostly 57.2 µM), for inactives: at the highest dose activity change, negative = inhibition, actives largely listed as inhibitors; HEK-293 SNCA-luciferase knock-in, luminescence, 24 h;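 further: potency means the concentration at half of the fitted maximal effect; plate controls were DMSO cells for no effect and cell-free wells for full effect; nearly all actives have a fitted effect of over 45% in size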
SNCA viab count – counter-screen for SNCA expression inhibitors: cell viability | HEK-293-SNCA-luc viability, GF-AFC fluorescence, 24 h | Potency, µM (top dose mostly 57.1 µM), for the others: top-dose activity change, negative = cytotoxicity, most hits filed as cytotoxic | 150,000 compounds, 0.12% hits | AID 1671193;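 further: potency means the concentration at half of the fitted maximal effect; 0% = DMSO-treated cells and -100% = medium-only wells without cells; nearly all actives have a fitted effect of over 30% in size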
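HEK-293-SNCA-luc cells (1500/well) plated 24 h, then exposed 24 h to a dilution series; GF-AFC added 30 min at 37C, fluorescence 405/540 nm; normalised to medium-only and DMSO wells, Hill fit.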
Luciferase inh – blocks purified firefly luciferase enzyme activity. P08659. purified P. pyralis luciferase, luminescence, biochemical. Potency, µM (series often up to 115 µM), for the others: at the highest dose activity change, negative = inhibition, usual class: inhibitors. 76,000 compounds, 2.5% hits. AID 1347043; further: potency means the concentration at half of the fitted maximal effect; nearly all actives have a fitted effect of over 65% in size
Target sequence (P08659 whole entry, looked up): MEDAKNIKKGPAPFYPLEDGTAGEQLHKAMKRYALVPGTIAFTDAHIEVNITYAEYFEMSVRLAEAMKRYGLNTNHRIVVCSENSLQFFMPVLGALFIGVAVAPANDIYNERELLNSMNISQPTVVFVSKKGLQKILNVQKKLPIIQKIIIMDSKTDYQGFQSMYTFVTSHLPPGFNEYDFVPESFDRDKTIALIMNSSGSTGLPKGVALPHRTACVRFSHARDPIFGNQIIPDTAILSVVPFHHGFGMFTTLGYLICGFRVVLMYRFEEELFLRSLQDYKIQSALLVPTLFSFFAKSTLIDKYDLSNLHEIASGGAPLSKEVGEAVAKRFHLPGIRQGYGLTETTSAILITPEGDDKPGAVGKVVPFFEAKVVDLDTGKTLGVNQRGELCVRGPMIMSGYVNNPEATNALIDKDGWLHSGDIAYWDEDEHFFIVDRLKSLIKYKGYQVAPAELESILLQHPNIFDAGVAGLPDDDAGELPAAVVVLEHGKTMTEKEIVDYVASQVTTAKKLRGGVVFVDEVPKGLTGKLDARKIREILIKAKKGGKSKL
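Luminescence read by CCD imaging after purified firefly luciferase (10nM final) was added to substrate buffer holding 10uM D-luciferin and 10uM ATP, pH 7.5, pre-dosed with compound.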
HEK cytotox – HEK 293 cell cytotoxicity; HEK 293 viability, ATP luminescence (CellTiter-Glo), 48-72 h; Potency, µM (titrated, usually from 115 µM), for the others: at the highest dose activity change, negative = cytotoxicity, usual class: inhibitors; 94,000 compounds, 6.6% hits; further: potency means the concentration at half of the fitted maximal effect; nearly all actives have a fitted effect of over 60% in size
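Luminescence from cellular ATP, measured with CellTiter-Glo, indicates HEK 293 viability. Cells plated at 250 cells/well are treated with compound for 48 or 72 hr at 37 degree Celsius before reagent addition.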
3T3 cytotox – kills NIH 3T3 cells; NIH 3T3 viability, CellTiter-Glo ATP luminescence, 48-72 h; 94,000 compounds, 4.3% hits; Potency, µM (doses to about 96.7 µM), for inactives: at the top dose activity change, negative = cytotoxicity, hits mostly inhibitors; further: potency means the concentration at half of the fitted maximal effect; nearly all actives have a fitted effect of over 55% in size
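Cells were seeded at 400 per well, treated with pin-transferred compound, and kept 48 or 72 hr at 37 °C before CellTiter-Glo addition and luminescence imaging of cellular ATP.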
GPT2 inh – GPT2 alanine aminotransferase inhibition | Q8TD30 | 100,000 compounds, 0.25% hits | Recombinant GPT2, coupled pyruvate oxidase/HRP Amplex Red fluorescence | Potency, µM (doses to about 57.7 µM), without a hit: top-dose activity change, negative = inhibition, actives largely listed as inhibitors; further: potency means the concentration at half of the fitted maximal effect; nearly all actives have a fitted effect of over 60% in size; many of its hits are not listed in these tables
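Inhibition is scored from Amplex Red fluorescence generated when pyruvate oxidase and HRP act on pyruvate released by GPT2. Reactions contain 10ng/uL enzyme, 250uM a-KG and 2mM L-alanine and run 30 min at room temperature.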
An asterisk follows results filed as active; i = inactive; ? = inconclusive; nt = no result given; [ ] = remark or other dose. Unless noted, the call rests on the fitted dose curve; in most records, active means well fitted curve in the direction sought with a large enough effect; inconclusive means small, poorly fitted or top-dose-only effect, or another doubt; inactive means no such curve, though single readings can be large; an effect the other way counts as inactive or inconclusive. Unless noted, on the % scale 0 is the no-effect control and ±100 the full control effect.

Values run as follows: IP6K1 inh	SNCA expr inhib	SNCA viab count	Luciferase inh	HEK cytotox	3T3 cytotox	GPT2 inh
1	Cc1nn(-c2ccccc2)c2c1C(C(C)C)N(C1CCN(C(=O)c3ccc(C(F)(F)F)cc3)C1)C2=O (stereo not given)
  -1.3	nt	nt	nt	?	15.8µM*	nt
2	CN(c1cc(=O)c2ccnc(-c3cccc(CO)c3)c2o1)C1CCOCC1
  -19.3	25.1%[87.6 µM]	3.3%[87.6 µM]	-6.3%[172 µM]	-8.9%[172 µM]	25.1µM*	-19.7%[88.5 µM]
3	CCOc1ccc(NC(=O)Cn2cccc2-c2nc(-c3ccccc3)no2)cc1
  21.9	3.6%	?	5.7%	28.2µM*	?	-4.1%
4	NC(=O)[C@@H]1C[C@H](Oc2cccnc2)CN1C(=O)COc1ccc(F)cc1
  1.8	-3.2%	3.3%	3.3%	-4.3%	-2.1%	i
5	CCc1ccc(CNC(=O)CCC2CCN(S(=O)(=O)c3ccccc3)CC2)cc1
  7.9	-8.0%	-10.0%	0.3%	?	?	2.6%
6	c1cnc2c(c1)ncn2C1CCCC1
  7.8	1.3%[87.6 µM]	-1.2%[87.6 µM]	-3.7%[230 µM]	-25.1%[230 µM]	-14.8%[174 µM]	i
7	Cc1ccc(CN2C(=O)OC(c3cccc(NC(=O)c4ccc(C)cc4)c3)C2C(=O)NCC(C)C)cc1 (stereo not given)
  2.0	169.3%[activator]	-10.6%	7.08µM*	?	-23.5%	3.8%
8	COc1ccc(CNC(=O)c2cc(-c3cccc(F)c3)nc3c2cnn3C)cc1
  3.4	nt	nt	nt	?	?	nt
9	CNC[C@H](O)c1cccc(O)c1
  0.6	-2.2%	1.2%	nt	nt	nt	4.1%
10	Cc1ccc(C2Cn3nnc(C(=O)N4CCC(C(=O)NCc5ccccc5)CC4)c3CO2)cc1 (stereo not given)
  -11.7	44.0%[activator]	-0.1%	39.8µM*	2.9%	-8.5%	i
11	Cc1cc(O)c(C(c2ccccc2)N2CCCCC2)c(=O)n1Cc1ccco1 (stereo not given)
  2.2	?	4.7%	nt	nt	nt	nt
12	O=C(NCc1nnc2n1C(C(=O)N1CCCC1)CC2)c1cccnc1 (stereo not given)
  -1.5	13.4%	-6.7%	nt	i	i	-5.7%
13	CC[C@H]1CN(C(=O)Nc2cccc(C(F)(F)F)c2)CC[C@H]1CC(=O)NCc1ccc(OC)c(OC)c1
  11.4	6.6%	0.0%	-4.0%	-5.1%	2.2%	-0.9%
14	O=C(NCc1ccc(C(F)(F)F)cc1)c1nc2cccnc2n(Cc2ccccc2)c1=O
  18.2	4.0%	0.5%	nt	?	-19.2%	-13.7%
15	CCn1cc(C(=O)NCc2ccc(C)cc2)c(=O)c2cc(S(=O)(=O)N3CCCCCC3)ccc21
  -0.4	-17.2%	9.2%	nt	nt	nt	nt
16	COc1ccccc1Nc1cnc2ccc(-c3ccccc3OC)nn12
  -18.1	?	-5.5%[87.6 µM]	-15.5%[172 µM]	?	?	2.7%[88.5 µM]
17	O=C1CC2(CCN(C(=O)C3CCCN3C(=O)c3ccccc3)CC2)Oc2ccccc2N1 (stereo not given)
  -7.6	7.9%	0.0%	nt	0.2%	-4.3%	i
18	CNC(=O)[C@H]1C[C@H](Oc2ccccc2)CN1C(=O)c1cc(F)ccc1F
  12.4	19.4%	4.5%	-6.0%	i	0.5%	i
19	Cc1cccnc1N1CCN(Cc2ccc(-n3cncn3)cc2)CC1
  20.7	1.1%	-5.6%	4.2%	?	-20.3%	4.9%
20	O=C1CN(Cc2ccc(Cl)cc2)CCN1c1ccc(Cl)nn1
  13.7	-0.3%	5.6%	-4.5%	?	?	-3.6%[88.5 µM]
21	CC(C)CCN1CCC2(CC1)CNC(=O)c1ccccc1O2
  0.9	4.3%	-2.6%	nt	0.7%	4.2%	i
22	Cc1ccc(-n2ncc(C(=O)NCCN3CCCC3)c2C2CCN(C(=O)OC(C)(C)C)CC2)cc1
  4.9	13.6%	-24.3%	nt	nt	nt	nt
23	CN1CCN(c2nc3c(c(=O)[nH]2)CCN(Cc2cccc(Cl)c2)CC3)CC1
  0.2	-22.4%	1.0%	-1.4%	-8.5%	i	?
24	CN(C)c1ccc(C(=O)N2CCN3C(=O)N(CC(N)=O)C(=O)[C@@H]3C2)cc1
  -5.3	-7.2%[87.6 µM]	4.8%[87.6 µM]	-13.1%[172 µM]	i	-4.2%[138 µM]	-1.6%[88.5 µM]
25	O=C(Nc1cc(F)ccc1F)N1CC(c2nnc(-c3ccncc3)o2)C2(CCOCC2)C1 (stereo not given)
  -3.3	-6.1%	3.1%	3.9%	-16.9%	-8.0%	0.1%
26	CC(C)Cn1c(=O)c(C(=O)NCc2ccccc2Cl)nc2cccnc21
  1.9	-6.4%	-0.2%	nt	?	?	i
27	CCCc1cc(=O)[nH]c(SCC(=O)N2CCN(c3ccccc3OC)CC2)n1
  30.5	27.4%	19.0%	nt	nt	nt	nt
28	Cc1noc2c(-c3cccnc3)cc(-c3cccc(C(F)(F)F)c3)nc12
  35.5	8.8%[87.6 µM]	0.0%[87.6 µM]	14.9%[172 µM]	?	?	?
29	O=C(c1ccc2nnc(-c3cncc(Cl)c3)n2c1)N1CCCC1
  15.5	0.4%[87.6 µM]	-14.0%[87.6 µM]	nt	i	-16.9%[138 µM]	-5.9%[88.5 µM]
30	O=C(NC1CN(c2ccnc3ccnn23)C1)c1ccncc1
  11.3	3.9%[87.6 µM]	11.6%[87.6 µM]	nt	-8.7%[172 µM]	-11.6%[138 µM]	i
31	CCOC(=O)c1c(C)c(C(=O)NCc2ccc(Cl)cc2)c(C)n1C
  -2.3	3.8%	5.2%	nt	nt	nt	nt

Retrieved by compound from above (4):
Values run as follows: IP6K1 inh	SNCA expr inhib	SNCA viab count	Luciferase inh	HEK cytotox	3T3 cytotox	GPT2 inh
26	CC(C)Cn1c(=O)c(C(=O)NCc2ccccc2Cl)nc2cccnc21
  1.9	-6.4%	-0.2%	nt	?	?	i
20	O=C1CN(Cc2ccc(Cl)cc2)CCN1c1ccc(Cl)nn1
  13.7	-0.3%	5.6%	-4.5%	?	?	-3.6%[88.5 µM]
3	CCOc1ccc(NC(=O)Cn2cccc2-c2nc(-c3ccccc3)no2)cc1
  21.9	3.6%	?	5.7%	28.2µM*	?	-4.1%
2	CN(c1cc(=O)c2ccnc(-c3cccc(CO)c3)c2o1)C1CCOCC1
  -19.3	25.1%[87.6 µM]	3.3%[87.6 µM]	-6.3%[172 µM]	-8.9%[172 µM]	25.1µM*	-19.7%[88.5 µM]

Record cards, from the list above. Values in the order: IP6K1 inh, SNCA expr inhib, SNCA viab count, Luciferase inh, HEK cytotox, 3T3 cytotox, GPT2 inh
`O=C(NCc1nnc2n1C(C(=O)N1CCCC1)CC2)c1cccnc1` (stereo not given) reads -1.5, 13.4%, -6.7%, nt, i, i, -5.7%
`Cc1noc2c(-c3cccnc3)cc(-c3cccc(C(F)(F)F)c3)nc12` reads 35.5, 8.8%[87.6 µM], 0.0%[87.6 µM], 14.9%[172 µM], ?, ?, ?
`COc1ccccc1Nc1cnc2ccc(-c3ccccc3OC)nn12` reads -18.1, ?, -5.5%[87.6 µM], -15.5%[172 µM], ?, ?, 2.7%[88.5 µM]

Source: PubChem BioAssay (National Center for Advancing Translational Sciences (NCATS))

Only part of the results is shown, so the mix of outcomes need not match the whole.
